# PKM2 activator: qHTS Assay for Activators of Human Muscle isoform 2 Pyruvate Kinase. Pyruvate kinase PKM (Homo sapiens), P14618. purified PKM2, Kinase-Glo ATP luminescence, activation; response scale: 0% is enzyme alone, no compound. Potency, µM (top dose mostly 57.5 µM), inactives show at the top dose activation, most hits filed as activators. hit rate 0.34% among 260,000; also: potency is read from the fitted curve at half-maximal effect; % is scaled to controls: 0 for no effect and ±100 for the full control effect; nearly all actives have a fitted effect of over 55% in size
# Target sequence (P14618 whole entry, looked up, canonical isoform): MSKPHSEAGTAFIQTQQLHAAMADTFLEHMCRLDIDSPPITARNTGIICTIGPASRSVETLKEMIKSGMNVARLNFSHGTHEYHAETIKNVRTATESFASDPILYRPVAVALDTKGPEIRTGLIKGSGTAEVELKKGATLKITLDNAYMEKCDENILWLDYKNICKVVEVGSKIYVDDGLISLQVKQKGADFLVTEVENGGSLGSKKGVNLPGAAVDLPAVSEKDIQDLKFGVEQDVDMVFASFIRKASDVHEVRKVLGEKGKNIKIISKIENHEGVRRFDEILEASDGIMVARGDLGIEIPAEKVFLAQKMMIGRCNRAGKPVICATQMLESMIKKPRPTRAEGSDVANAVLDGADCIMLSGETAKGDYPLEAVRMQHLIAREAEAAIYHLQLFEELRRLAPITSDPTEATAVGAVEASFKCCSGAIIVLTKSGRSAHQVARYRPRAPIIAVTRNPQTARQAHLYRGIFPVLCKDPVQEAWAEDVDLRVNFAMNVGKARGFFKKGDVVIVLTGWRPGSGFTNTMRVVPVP
#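 hPK-M2, >95% pure; 0.1 mM ADP / 0.5 mM PEP final; imidazole pH7.2 buffer w/ 7 mM MgCl2, 50 mM KCl; 1 h RT; Kinase-Glo lum. Intermediate enzyme activity for dual inhibitor/activator qHTS.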
# Eya2 phos inh: qHTS Assay for Inhibitors of the Phosphatase Activity of Eya2; AID 488837, 2010; recombinant Eya2, OMFP fluorescence dephosphorylation (OMFP is methylfluorescein phosphate); Protein phosphatase EYA2 (Homo sapiens), O00167; Potency, µM (series often up to 76.9 µM), for the others: top-dose activity, negative = inhibition, actives largely listed as inhibitors; hit rate 0.006% among 330,000; also: potency is read from the fitted curve at half-maximal effect; % is scaled to controls: 0 for no effect and ±100 for the full control effect
#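 Eya2 protein (added as 0.2 uM solution) was preincubated with compound for 10 min at ambient temperature in 50 mM HEPES pH 7.5, 50 mM NaCl, 5 uM MgCl2, 0.05% BSA, 1 mM DTT. OMFP (added at 50 uM) then reacted 10 min; fluorescence read at 485/525 nm.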
# Menin MLL FP TR: qHTS Assay for Inhibitors Targeting the Menin-MLL Interaction in MLL Related Leukemias: Competition With Texas Red Labeled MLL-derived Mutant Peptide; O00255; Menin + Texas Red MLL mutant peptide, fluorescence polarization; Potency, µM (highest dose often 61.6 µM), inactives show at the top dose FP activity change, negative = inhibition, actives largely listed as inhibitors; hit rate 0.23% among 270,000; AID 1768, 2009; active = well fitted inhibition curve with a large enough effect in the polarisation, with a control signal flat, not every such curve was filed as active; inconclusive = small, poorly fitted or top-dose-only effect, or effect the other way, or a change in a side signal; inactive = no such curve, though single readings can be large or run the other way; the % refers to the polarisation; also: potency is read from the fitted curve at half-maximal effect; % of control where 0% means no effect; many of its hits are not listed in these tables
# Target sequence (O00255 whole entry, looked up): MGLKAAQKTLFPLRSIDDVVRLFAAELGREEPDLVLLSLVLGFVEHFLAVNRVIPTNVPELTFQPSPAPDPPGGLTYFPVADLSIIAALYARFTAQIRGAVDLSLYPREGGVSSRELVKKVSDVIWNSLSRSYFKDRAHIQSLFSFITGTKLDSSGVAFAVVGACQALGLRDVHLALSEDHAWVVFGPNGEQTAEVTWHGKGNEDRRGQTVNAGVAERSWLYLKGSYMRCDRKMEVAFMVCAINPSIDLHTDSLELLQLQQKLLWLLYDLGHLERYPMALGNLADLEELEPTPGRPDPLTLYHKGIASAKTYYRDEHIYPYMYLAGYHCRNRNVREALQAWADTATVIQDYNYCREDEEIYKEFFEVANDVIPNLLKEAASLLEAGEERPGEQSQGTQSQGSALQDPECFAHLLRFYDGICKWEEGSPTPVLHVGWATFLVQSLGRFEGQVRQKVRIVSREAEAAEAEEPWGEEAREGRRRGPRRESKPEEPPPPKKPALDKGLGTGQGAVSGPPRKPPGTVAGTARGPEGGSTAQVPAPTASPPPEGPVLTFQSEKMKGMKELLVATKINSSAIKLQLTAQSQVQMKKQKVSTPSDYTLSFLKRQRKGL
# BCR signal inh: qHTS Assay to Find Inhibitors of Chronic Active B-Cell Receptor Signaling | Potency, µM (titrated, usually from 46.1 µM), without a hit: at the top dose ratio change, negative = lower green/red ratio, actives largely listed as inhibitors | ABC-DLBCL IkBa-CBG/CBR reporter, luminescence ratio, 4 h | hit rate 0.05% among 340,000; active = well fitted inhibition curve with a large enough effect in the signal ratio, with a control signal flat, not every such curve was filed as active; inconclusive = small, poorly fitted or top-dose-only effect, or effect the other way, or a change in a side signal; the % refers to the signal ratio;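 also: potency is read from the fitted curve at half-maximal effect; plate controls were basal doxycycline-induced cells for no effect and cells given 10 µM MG132 for full effect; MG132 reads +100%, hits lower the ratio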
#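 TMD8 human ABC-DLBCL cells with doxycycline-inducible IκBα–green luciferase fusion and unfused red luciferase, in 0.5% FBS medium; compounds up to 46 uM, 4 h at 37C. Green/red luminescence ratio, filter-overlap corrected, fitted to concentration-response curves.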
# TSHR antagonist: Antagonists of the Thyroid Stimulating Hormone Receptor: HTS campaign; Thyrotropin receptor (Homo sapiens), P16473; TSHR-expressing cells, TSH-stimulated cAMP HTRF, 2 h; hits give low values; activity change, negative = inhibition, % at 11.5 µM; hit rate 0.2% among 330,000;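 active = activity change below a set negative limit, meaning inhibition stronger than a set level, cut at about -70% in these data; inconclusive = activity change between two set negative limits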; also: % is scaled to controls: 0 for no effect and ±100 for the full control effect
#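 Cell-based HTRF cAMP assay; TSHR cells + compound, TSH EC80 (4nM final), 2 h, 37 deg C. Lysis with anti-cAMP cryptate and cAMP-d2, 30 min RT, read 665/620 nm.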
# hERG WT inh: qHTS for Inhibitors of KCHN2 3.1: Wildtype qHTS. Voltage-gated inwardly rectifying potassium channel KCNH2 (Homo sapiens), Q12809. U2OS, BacMam KCNH2, thallium flux FluxOr; hits give low values. activity change, % at 1.84 µM. hit rate 0.37% among 340,000;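 active = maximum activity change below -70%; inconclusive = maximum activity change between -70% and -50%; inactive = maximum activity change above -50%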; also: % is scaled to controls: 0 for no effect and ±100 for the full control effect
#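 U2OS cells were transduced with wild-type KCNH2 virus (2.03 x 10^8 / mL) for 4 h at room temperature, then cultured overnight at 37 C. Thallium flux was read with FluxOr dye. Rate constants were normalized to DMSO controls.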
# ASM inhibitor: Inhibitors of Secretory Acid Sphingomyelinase (S-ASM): qHTS; Potency, µM (top dose mostly 57.5 µM), for the others: top-dose activity change, negative = inhibition, usual class: inhibitors; hit rate 0.006% among 340,000; placental ASM, HMU-PC fluorogenic substrate, 60 min; Sphingomyelin phosphodiesterase (Homo sapiens), P17405; also: potency is read from the fitted curve at half-maximal effect
#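 Human placenta-derived ASM preincubated with compound 10 min at room temperature, then reacted with 9 uM (final) fluorogenic HMU-PC substrate for 60 min at 37 C. Stop solution raises pH to 10; fluorescence read at Ex 386/Em 447 nm.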
# GALK inh: qHTS Assay for Inhibitors of Human Galactokinase (GALK) | Potency, µM (highest dose often 57.5 µM), without a hit: at the top dose activity change, negative = inhibition, hits mostly inhibitors | hit rate 0.007% among 270,000 | Purified GALK, Kinase-Glo residual ATP luminescence | P51570; also: potency is read from the fitted curve at half-maximal effect; % is scaled to controls: 0 for no effect and ±100 for the full control effect
#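 Quantitative HTS: GALK 5 nM, ATP 35 uM, galactose 100 uM, 1 h room temperature, then luciferase-based ATP detection.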
# USP2a block: qHTS Assay for Inhibitors of Ubiquitin-specific Protease USP2a Using CHOP2 as the Reporter | Ubiquitin carboxyl-terminal hydrolase 2 (Homo sapiens), O75604 | USP2 core, Ub-CHOP2 coupled fluorogenic reporter, 485/531 | Potency, µM (titrated, usually from 38.3 µM), without a hit: top-dose activity change, negative = inhibition, most hits filed as inhibitors | AID 463254, 2010 | hit rate 0.01% among 330,000;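 also: potency is read from the fitted curve at half-maximal effect; plate controls were DMSO wells for no effect and full inhibition by NEM control for full effect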
#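 Deubiquitinase activity read as fluorescence (485/531 nm) after Ub-CHOP2 cleavage activates the enterokinase reporter on its substrate; USP2 core 10nM, Ub-CHOP2 and substrate 25nM each, 30min compound preincubation then 60min RT; data normalized to NEM, curves fitted.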
# MBNL1-CUG inh: qHTS Assay for Inhibitors of MBNL1-poly(CUG) RNA binding. Muscleblind-like protein 1 (Homo sapiens), Q9NR56. TR-FRET MBNL1-His/biotin-(CUG)12 binding, 665/545 ratio. Potency, µM (doses to about 57.5 µM), without a hit: at the highest dose activity change, negative = inhibition, actives largely listed as inhibitors. hit rate 0.036% among 280,000; active = well fitted inhibition curve with a large enough effect in the signal ratio, with a control signal flat, not every such curve was filed as active; inconclusive = small, poorly fitted or top-dose-only effect, or effect the other way, or a change in a side signal; inactive = no such curve, though single readings can be large or run the other way; the % refers to the signal ratio; also: potency is read from the fitted curve at half-maximal effect; % is scaled to controls: 0 for no effect and ±100 for the full control effect
#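 Ratiometric TR-FRET (665 over 545 nm, excitation 340 nm) tracks disruption of MBNL1-His/biotin-(CUG)12 complex after 60 min at room temperature, with compounds at 92 nM to 58 uM final.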
# Mito fusion act: qHTS Assay for Small Molecule Inhibitors of Mitochondrial Division or Activators of Mitochondrial Fusion. Potency, µM (highest dose often 46.1 µM), for the others: at the highest dose growth rescue (activation), actives largely listed as activators. S. cerevisiae fusion-defective mutant growth rescue, CellTiterGlo 48 h. hit rate 0.23% among 320,000;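 also: potency is read from the fitted curve at half-maximal effect; % of control where 0% means no effect; nearly all actives have a fitted effect of over 45% in size; temperature-sensitive fusion mutants such as fzo1-1 at 37 °C on non-fermentable ethanol glycerol medium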
#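 Temperature-sensitive fusion-defective S. cerevisiae (e.g. fzo1-1, mgm1-5) were grown with compound in YPEG medium (3% ethanol, 3% glycerol) for 48 hours at 37C. Growth rescue was measured as viability by CellTiterGlo luminescence after 10 minutes at ambient.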
# The depositor's hits bear a star; i = inactive; ? = inconclusive; / = no result given; [ ] = another dose, or the depositor's remark. Unless noted, calls follow the shape of the dose curve; as a rule, active = well fitted curve in the direction sought with a large enough effect; inconclusive = small, poorly fitted or top-dose-only effect, or another doubt; inactive = no such curve, though single readings can be large; an effect the other way counts as inactive or inconclusive. An excerpt; the hit share may differ from the screen's.
SMILES,PKM2 activator,Eya2 phos inh,Menin MLL FP TR,BCR signal inh,TSHR antagonist,hERG WT inh,ASM inhibitor,GALK inh,USP2a block,MBNL1-CUG inh,Mito fusion act
NC(=O)C1CCN(C(=O)Cc2ccc([N+](=O)[O-])cc2)CC1,6%,-8%,-1%,-1%,2,-4,4%,7%,-6%,30%[activator],1%
N#Cc1c(-c2ccc(Cl)cc2)ccnc1N1CCOCC1,0%,3%,2%,?,-18,-6,16%,13%,3%,5%,21%
Cc1cc(C)c(NC(=S)N(CCN2CCCCC2)Cc2ccco2)c(C)c1,2%,8%,-18%,-9%,0,-4,4%,-2%,10%,-8%,14%
Cc1cc(C(=O)N/N=C/c2cccc3ccccc23)c(C)o1,3%,-21%,51%[activator],?,-1,-4,-4%,9%,0%,6%,-18%
Cc1cc(C)c2nc(-c3ccccn3)cc(C(=O)N3CCCC3)c2c1,/,3%,/,1%,-32,-14,-4%,-8%,1%,8%,-4%
COC1CCCN(C(=O)c2cccc(OC3CCN(S(C)(=O)=O)CC3)c2)C1 (stereo not drawn),/,-3%,12%,6%,14,-9,4%,-1%,4%,-6%,-11%
CC1(C)N=C(SCC(=O)Nc2ccc(Cl)cc2Cl)C(c2ccccc2)=N1,-1%,-16%,-2%,7%,-9,5,-3%,2%,1%,0%,4%
Cc1c(C(=O)Nc2ccc(Cl)cn2)oc2ccccc12,0%,5%,0%,-4%,1,2,7%,-2%,7%,?,-6%
c1ccc(-c2cnc(CSc3nnc4ccccn34)o2)cc1,3%,-21%,-5%,?,/,0,1%,2%,-2%,1%,5%
C=CCNC(=O)c1snnc1-c1ccccc1,-2%,12%,-9%,4%,12,-7,0%,-4%,4%,-4%,7%
Cc1nn(-c2ccc(N3CCOCC3)nn2)c(C)c1CCC(=O)NCc1ccccc1,/,2%,-5%,3%,7,10,-1%,-1%,3%,5%,-2%
COc1ccc(Cl)cc1C(=O)NC1=NCCS1,-2%,-22%,-3%,1%,6,4,5%,0%,1%,-5%,-4%
CCn1cc(CNC(=O)CCc2nnc(CCC3CCCCC3)o2)cn1,2%,-1%,2%,-8%,-7,0,3%,0%,1%,11%,-1%
O=C(Nc1ccc2ccccc2c1)Nc1ccc2snnc2c1,-1%,-8%,?,?,-25,-12,?,0%,-1%,-6%,-3%
CN(C)C(=S)c1ccc(N(C)C)cc1,3%,1%,-9%,0%,13,7,-2%,4%,1%,-8%,4%
COc1ccc(CNC(=O)C2CCC(CNc3c(N4CCC(C)CC4)c(=O)c3=O)CC2)cc1 (stereo not drawn),1%,-7%,/,-3%,-1,-2,3%,/,0%,-4%,2%
CCN1CCN(C(=S)NCC2CCCO2)CC1 (stereo not drawn),0%,3%,15%,1%,15,-6,-1%,-1%,2%,-3%,-1%
Cc1ccc(C)c(N(C(=O)c2csnn2)C(C(=O)NC2CCCCC2)c2cccnc2)c1 (stereo not drawn),-2%,10%,-10%,17%,51,-1,-2%,9%,-1%,-1%,-2%
Cc1cc(Cl)c2oc(C(=O)NC3CCC(O)CC3)c(C)c2c1 (stereo not drawn),0%,8%,-16%,-13%,10,-18,0%,5%,0%,1%,6%
O=C(NCCCn1ccnc1)C(=O)NCC1OCCN1S(=O)(=O)c1ccc(Br)cc1 (stereo not drawn),10%,12%,-8%,22%,9,i,4%,0%,2%,6%,4%
CC1(C)OC2OC(COC(=O)c3ccc([N+](=O)[O-])cc3)C3OC(C)(C)OC3C2O1 (stereo not drawn),-1%,0%,3%,-13%,2,-10,-4%,0%,5%,/,4%
CCCCC(=O)Nc1nnc(SCC(=O)NC2CC2)s1,3%,-6%,-3%,1%,-9,12,-5%,15%,2%,-7%,0%
O=C(O)c1cc2nc(-c3ccccc3)cc(C(F)(F)F)n2n1,-11%,-4%,0%,8%,0,9,9%,2%,2%,?,-5%
O=C(CN1C(=O)/C(=C\c2cccc(Br)c2)Oc2ccccc21)NCCCN1CCOCC1,/,-2%,0%,?,13,4,218%[activator],7%,2%,5%,-40%[inhibitor]
Cc1ccc(OCc2ccc(C(=O)Nc3nc4ccccc4n3C)o2)c([N+](=O)[O-])c1,-2%,2%,?,-13%,7,-7,5%,-2%,-2%,1%,0%

# More compounds
SMILES,PKM2 activator,Eya2 phos inh,Menin MLL FP TR,BCR signal inh,TSHR antagonist,hERG WT inh,ASM inhibitor,GALK inh,USP2a block,MBNL1-CUG inh,Mito fusion act
N#Cc1cc(-c2ccccc2)nnc1Sc1ccc(Cl)cc1,0%,-3%,1%,2%,-1,8,-16%,-1%,0%,11%,0%
Cc1ccc(/C=N/NC(=S)NC2CCCCC2)o1,1%,-7%,/,?,1,5,-3%,4%,0%,22%,-1%
CCC(NC(=S)NCc1ccc(F)cc1)c1ccccc1 (stereo not drawn),-5%,1%,?,0%,-4,-13,0%,-8%,0%,-3%,-4%
CC(C)(C)C(=O)c1sc2nc(-c3cccs3)cc(C(F)(F)F)c2c1N,-5%,26%,6%,0%,38,-18,2%,-1%,-1%,27%,-2%
N#C/C(=C(/O)c1ccc(F)cc1)c1nc2ccccc2s1,-1%,16%,?,?,-38,-5,-2%,-4%,11%,2%,5%
COc1cccc(C(=O)N2CCN(CCCc3ccccc3)CC2)c1OC,1%,-19%,-2%,3%,7,21,-1%,-1%,3%,-1%,-2%
CC(C(=O)NCc1ccco1)n1ccc2cc(S(=O)(=O)N3CCCCC3)ccc21 (stereo not drawn),/,0%,-5%,13%,10,7,0%,-9%,0%,-7%,7%
CC(=O)OCCSc1c(-c2ccccc2)c2cc(Cl)ccc2[nH]c1=O,0%,-12%,4%,1%,7,-1,-11%,0%,2%,14%,-1%
CCOc1ccc2c(c1)c(N=NC(=N)N)c(O)n2C,-10%,1%,1%,?,-2,4,-10%,-2%,4%,?,-1%
CC1CCCN(C(=O)C(C)Nc2cc(Cl)ccc2N2CCOCC2)C1 (stereo not drawn),3%,-4%,?,7%,9,-17,-1%,2%,3%,-1%,4%
Cn1cccc1/C=C(/C#N)c1ccc(F)cc1,3%,15%,-2%,?,1,13,-3%,0%,-1%,4%,10%
N#Cc1c(-n2ccnc2)cccc1-n1ccnc1,0%,1%,-18%,-3%,7,-9,0%,4%,2%,4%,1%
O=C(CSc1ncnc2c1oc1ccccc12)Nc1ccccc1F,-10%,-2%,-7%[11.7 µM],-1%,22,-24,3%,1%,3%,-1%,2%
Cc1snc(SCc2ccc(F)cc2)c1C#N,/,-9%,22%,-1%,4,-2,-3%,-2%,-7%,-3%,0%
Cc1cc(C)nc(SCC(=O)Nc2cccc(S(=O)(=O)N(C)C)c2)n1,8%,-17%,12%,-5%,-5,-1,-1%,-7%,1%,2%,13%
Cc1cc(Br)ccc1S(=O)(=O)n1ccnc1C,-3%,16%,-22%,0%,-11,0,-1%,9%,-1%,-9%,4%
COc1ccc(C2C(C(=O)c3ccccc3)=C(C)Nc3nc4ccccc4n32)cc1OC (stereo not drawn),-5%,-7%,2%,2%,1,-2,-5%,/,2%,-28%,-1%
